# GSIS activator – primary screen for activators of insulin secretion dependent on glucose, INS-1E cells, GLuc reporter luminescence; INS-1E GLuc reporter insulin secretion, 2-3 h; activation, % at 16.6 µM; 370,000 tested, 0.61% active; AID 743287;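 active means lowest replicate activation of at least 40%, so every replicate reaches that level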;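 further: 0% = median of neutral control wells and 100% = median of IBMX positive control wells; some compounds called inactive have numbers as strong as hits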
# Cneo AK release – causes C. neoformans cell lysis; adenylate kinase release luminescence, 4 h; normalised: neutral wells 0, clomiphene wells 100; lysis activity, % at 15 µM; 360,000 tested, 0.2% active; AID 651654;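 active means mean lysis activity across replicates of at least 80%, whatever share of replicates individually reach that level; inactive means mean lysis activity below 80%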
#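 Test system: log-phase Cryptococcus neoformans yeast cells; Quantity: yeast cell density of 5 × 10^6 cells/mL; Buffer or medium: YPD; Doses: single compound concentration per well; Timing: 4 h at 37 °C static, read 1 h later; Measured by: AK luminescence; Read-out basis: lysis from increased AK signal; Control set: Clomiphene as positive control.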
# ARNT TACC3 PPI – ARNT/TACC3 interaction disruption. AID 623870. AlphaScreen His-ARNT PAS-B/GST-TACC3 binding, luminescence; TACC3 fragment carries E629A point mutation. Q9Y6A5. inhibition, % at 9.99 µM. 390,000 tested, 0.66% active;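 active means mean inhibition of replicates at least 50% and at least half of replicates each reaching 50%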;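 further: 0% = complete ARNT plus TACC3 wells and 100% = ARNT alone without TACC3; many hits fall short of the cut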
# PAX8 reporter – PAX8 transcriptional activity inhibition; RMG-I TPO-luciferase reporter, SteadyGlo, 24 h; inhibition, % at 12.6 µM; 360,000 tested, 1.2% active; AID 652154;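 active means mean replicate inhibition at least 60% with every replicate also reaching 60%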;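 further: luciferase light reporting Pax8 driven TPO promoter activity; plate controls were median of neutral control wells for no effect and mitoxantrone controls for full effect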
# C2C12 statin – suppressors of simvastatin-induced myotoxicity in C2C12 myotubes; rescue of ATP level, % at 7.49 µM; AID 602340; ATP luminescence, 48 h; scaled: DMSO 0, geranylgeraniol control 100; 330,000 tested, 0.78% active;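 active means mean ATP rescue above about 67%, or every replicate alone reaching that limit, limit read from the data, passing the limit was not always enough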;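 further: myotubes were challenged with 10 µM simvastatin during compound exposure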
# PglD DTNB – PglD (C. jejuni) enzyme inhibition; inhibition, % at 12.5 µM; AID 602405; 360,000 tested, 0.098% active; purified PglD enzyme, DTNB colorimetric CoA detection; in the data active means inhibition above about 16%, passing the limit was not always enough; further: strong numbers were not always called active
# LGR2 antag – blocks bursicon-induced cAMP signaling via Drosophila LGR2; HEK293 LGR2, CRE-luciferase, bursicon-stimulated, 4 h; AID 720647; 380,000 tested, 0.35% active; inhibition, % at 9.99 µM;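 active means drop in luminescence signal, shown as inhibition above about 50% in the replicate tests, limit read from the data, passing the limit was not always enough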;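 further: agonist challenge used bursicon conditioned medium at about half maximal strength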
# PGC1a acetyl inh – lowers PGC1a acetylation signal in U2OS cells | AlphaScreen anti-acetyl-lysine; with virally co-expressed GCN5 acetyltransferase | inhibition, % at 15.6 µM | 350,000 tested, 0.17% active;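 active means every replicate shows inhibition of at least 40%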;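 further: 0% = neutral control wells and 100% = positive control wells; some results beyond the cut were filed as inactive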
# * hit, by the source's call; . = no result given; & = joins results of further samples.
SMILES,GSIS activator,Cneo AK release,ARNT TACC3 PPI,PAX8 reporter,C2C12 statin,PglD DTNB,LGR2 antag,PGC1a acetyl inh
CCOC(=O)c1cccc(N2C(N)=NC(N)=NC2(C)C)c1,.,1,2,.,-6,-2,.,-3
COc1ccc(CN(C)C[C@H]2OCCCC[C@H](C)Oc3ccc(NS(=O)(=O)c4ccccc4)cc3C(=O)N([C@@H](C)CO)C[C@H]2C)cc1,-30,0,-3,0,.,-1,-2,-5
C=CCOn1c(=O)c(-c2cc3ccccc3o2)[n+]([O-])c2ccccc21,.,-4,-12,.,-25,-5,.,8
O=C1c2ccccc2C(=O)N1CCCc1nc(-c2cccnc2)no1,.,.,-5,-18,-4,.,.,-7
COc1cccc(S(=O)(=O)N2CCCCN3[C@H](C2)[C@@H](c2ccc(-c4cncnc4)cc2)[C@@H]3CO)c1,4,2,9,0,.,0,0,-5
CN(C)S(=O)(=O)c1cccc(NC(=O)COC(=O)CNC(=O)c2cccc([N+](=O)[O-])c2)c1,.,0,-6,-1,2,7,-16,2
Cc1ccc(NS(=O)(=O)c2ccc(C)c(NC(=O)COc3ccc4ccccc4c3)c2)c(C)c1,-6,2,-2,10,.,1,8,-16
Cc1ccccc1C(=O)NC(CC(C)C)C(=O)NCC(C)(C)N1CCOCC1 (stereo not drawn),.,1,-32,0,5,4,.,9
C[C@H](CO)N1C[C@H](C)[C@H](CN(C)S(=O)(=O)c2ccc(Cl)cc2)Oc2c(NC(=O)Nc3ccc(F)cc3)cccc2C1=O,-13,0,15,91*,-21,7,.,12
CC1(C)SC2c3ccccc3C(=O)N2[C@@H]1C(=O)NCc1ccco1 (stereo partly drawn),.,-1,-3,.,-9,1,.,-4
O=C(c1cnccn1)N1CC[C@@H]2[C@H](CO)Nc3ccc(-c4cccc(F)c4)cc3[C@@H]21,-14,-7,3,-4,-14,2,-47,-1
Cn1ncc(Br)c1C(=O)N/N=C/c1ccc(OS(=O)(=O)c2ccccc2)cc1,.,-7,1,-19,9,-3,.,15
COC(=O)c1ccc(C(=O)OC)c(NS(=O)(=O)c2ccc(NC(C)=O)cc2)c1,.,0,-36,.,5,-4,.,.
O=C(NCCCc1ccccc1)N1CCOCC1,-2,1,-1,-23,-5,-1,0,6
Cc1c(-c2ccccc2)[n+](=O)c(-c2ccc(Cl)cc2)c(C)n1[O-],-13,-3,-11,-4,-15,-2,4,-3
C[C@@H]1CCCCO[C@@H](CN(C)S(C)(=O)=O)[C@@H](C)CN([C@@H](C)CO)C(=O)c2cc(NC(=O)CCCN(C)C)ccc2O1,6,-2,-2,-9,13,-3,12,3
Cc1cc(CN(C)Cc2cn(C)nc2-c2ccc(Oc3ccccc3)cc2)on1,-3,.,.,10,-20,.,6,4
O=C(CNS(=O)(=O)/C=C/c1ccccc1)OCC(=O)N1CCC(Cc2ccccc2)CC1,.,3,1,.,4,-7,.,16
O=C(Cn1cnc2cc(Cl)ccc2c1=O)Nc1ccc2c(c1)OCO2,8,3,-1,.,-6,-1,-6,1
O=C(CSCc1ccc(F)cc1)NCc1cccs1,14,.,5,-33,.,.,-3,-11
COc1cc(NC(=O)c2ccc(C)cc2C)ccc1NC(=O)c1cccs1,9,-3,-2,-37,-15,3,-27,.
CN(C)c1ccc(/C=C(\NC(=O)c2ccccc2)C(=O)N/N=C/c2ccc(C(=O)O)cc2)cc1,6,3,4,32,1,3,7,7
COc1ccccc1-n1c(C)nnc1SCC(=O)Nc1cc(C)cc(C)c1,.,1,-8,.,-2,-6,.,-17
O=C(NCc1ccccc1)c1cccc(OCC(=O)N2CCN(C(=O)c3ccco3)CC2)c1,.,1,1,26,7,-1,.,-1
CCC1CCCCN1CCCNC(=O)COc1cc(=O)n(C)c2ccccc12 (stereo not drawn),.,0,-9,.,2,2,.,-5

# 5 structures from above, ordered by heavy-atom count, largest number first.
SMILES,GSIS activator,Cneo AK release,ARNT TACC3 PPI,PAX8 reporter,C2C12 statin,PglD DTNB,LGR2 antag,PGC1a acetyl inh
COc1ccc(CN(C)C[C@H]2OCCCC[C@H](C)Oc3ccc(NS(=O)(=O)c4ccccc4)cc3C(=O)N([C@@H](C)CO)C[C@H]2C)cc1,-30,0,-3,0,.,-1,-2,-5
C[C@H](CO)N1C[C@H](C)[C@H](CN(C)S(=O)(=O)c2ccc(Cl)cc2)Oc2c(NC(=O)Nc3ccc(F)cc3)cccc2C1=O,-13,0,15,91*,-21,7,.,12
CN(C)c1ccc(/C=C(\NC(=O)c2ccccc2)C(=O)N/N=C/c2ccc(C(=O)O)cc2)cc1,6,3,4,32,1,3,7,7
Cn1ncc(Br)c1C(=O)N/N=C/c1ccc(OS(=O)(=O)c2ccccc2)cc1,.,-7,1,-19,9,-3,.,15
O=C(NCCCc1ccccc1)N1CCOCC1,-2,1,-1,-23,-5,-1,0,6

# Later entries.
SMILES,GSIS activator,Cneo AK release,ARNT TACC3 PPI,PAX8 reporter,C2C12 statin,PglD DTNB,LGR2 antag,PGC1a acetyl inh
C[C@@H]1CN([C@@H](C)CO)C(=O)c2cc(NC(=O)C3CCCCC3)ccc2O[C@@H](C)CCCCO[C@@H]1CN(C)C(=O)c1ccncc1,3,-3,-8,-2,-7,0,-14,6
O=C(CCC(=O)c1cccs1)NNC(=O)c1cc(Cl)ccc1Cl,-6,-1,-5,.,11,1,6,-3
CCN1CCC(N2CCN(c3ccccc3OC)CC2)CC1,-6,-1,-3,18,-25,1,-13,5
Cc1cc(Cl)ccc1NS(=O)(=O)c1c(C)[nH]c(=O)[nH]c1=O,-3,7,2,5,6,0,3,1
OCC1(Cc2ccc(Cl)cc2)CCN(CC2CC=CCC2)CC1 (stereo not drawn),-4,1,-10,8,-3,2,2,.
COc1ccc(/C=C(\NC(=O)c2ccc(Cl)cc2)C(=O)NCCCn2ccnc2)cc1OC,27,.,28,-3,0,.,6,.
Cc1ccc(C)c(SCC(=O)Nc2cccc(S(=O)(=O)NC3=NCCCCC3)c2)c1,-22,.,-5,-3,.,.,-14,.
COc1cc(CCCN[C@H](CN)Cc2ccccc2)cc(OC)c1OC,9,5,-1,-16,-15,1,2,-6
O=c1[nH]c(N2CCOCC2)nc2ncn(Cc3ccccc3)c12,.,-2,-11,.,.,-2,.,-7
Cc1ccc(-c2nc3c(Cl)cc(C(F)(F)F)cn3c2Cc2cccc(F)c2)cc1,-17,3,.,0,1,-1,-18,3
COCCCNC(=O)[C@H]1N2C(=O)c3ccccc3C2SC1(C)C (stereo partly drawn),14,.,-34,-6,4,.,15,.
FC(F)(F)c1ccc2c(c1)[nH]c(=S)n2C1CC1,-2,.,-3,29,.,.,6,.
Cc1cc(C)n(-c2nc3ccccc3nc2Nc2ccc3c(c2)OCO3)n1,0,-1,-1,4,2,-5,-1,-4
COc1cccc(NS(=O)(=O)c2c(C)cc(C)cc2C)c1,.,-3,0,.,3,0,16,-33
O=C(N[C@H]1C=C[C@H](CC(=O)N2CCCCC2)O[C@H]1CO)c1ccc2c(c1)OCO2,4,-10,-4,1,-13,2,1,0
COc1ccc(-c2c(C#Cc3ccsc3)c3cc(-c4ccc(CN5CCOCC5)cc4)ccc3n2C)cc1,7,-6,-3,8,-15,3,-12,1
N=c1sccn1CC(=O)Nc1ccccc1Oc1ccccc1,.,18,-2,.,-2,1,.,5
Cc1ccc(C(=O)NN2C(=O)/C(=C/c3cccn3C)SC2=S)cc1,-4,3,1,-10,.,-3,4,-3
CC(C)NC(=O)Nc1ccc2c(c1)CC(=O)N([C@@H](C)CO)C[C@H](C)[C@H](CN(C)S(C)(=O)=O)O2,1,13,0,-2,43,0,11,0
Cc1ccnc(NC(=O)Cc2ccc(-c3ccccc3)cc2)c1,8,-2,2,-9,.,.,34,.
O=C(NCCc1ccc(Cl)cc1)C1CCCN1C(=O)NCc1ccccc1 (stereo not drawn),-2,0,-4,9,11,2,14,.
CCOc1ccc(CCNC(=O)c2ccc(C)c(S(=O)(=O)N3CCOCC3)c2)cc1OCC,-10,1,.,3,3,-4,-7,.
CCCNC(=O)c1ccc2c(=O)c(O)c(-c3ccc(OC)cc3)[nH]c2c1,.,9,-13,.,-11,-3,.,-12
O=C1CCCC2=C1C(c1ccc(Cl)cc1)n1c(s/c(=C\c3ccc4ccncc4c3)c1=O)=N2 (stereo not drawn),-15,.,-5,-21,.,.,31,.
CN(C)C(=O)CCc1ccc2c3c([nH]c2c1)[C@]1(CCC2CCCC2)[C@@H](C(=O)N2CCOCC2)C[C@H](CC(=O)NCCN2CCOCC2)C(=O)N1CC3,14,-1,0,-12,3,-3,5,12

# Next section:
SMILES,GSIS activator,Cneo AK release,ARNT TACC3 PPI,PAX8 reporter,C2C12 statin,PglD DTNB,LGR2 antag,PGC1a acetyl inh
O=C(N[C@H]1CC[C@@H](CCNS(=O)(=O)c2cccc(Cl)c2)O[C@@H]1CO)c1ccccc1,8,2,-7,-8,1,-3,-6,-3
CN1C(=O)CC(N2CCC(C(N)=O)CC2)C1=O (stereo not drawn),-3,3,13,.,3,-3,-7,.
CCOc1cc(C(C(=O)NCC2CCCO2)N(C(=O)Cn2nnc3ccccc32)c2ccccc2C(C)=O)ccc1O (stereo not drawn),-33,.,-2,-4,-4,.,6,.
CSc1ccccc1NC(=O)c1ccccc1N(Cc1ccccc1)S(C)(=O)=O,-24,0,3,.,102*,0,-4,-29
CCOC(=O)c1ccc(S(=O)(=O)NCCNCc2ccccc2)cc1,.,.,.,13,0,.,-2,1
C[C@H](CO)N1C[C@H](C)[C@@H](CN(C)C(=O)c2cc(Cl)cc(Cl)c2)OCc2ccccc2-c2c(n(C)c3ccccc23)C1=O,26,.,.,3,.,.,4,-1
COc1ccc(CCNC(=O)C2CCC(=O)N(CCc3ccc(OC)cc3)C2)cc1 (stereo not drawn),3,0,-2,-10,1,-1,-7,-2
COC(=O)c1ccc(COc2ccc(/C=N/N3CCN(C)CC3)cc2)cc1,12,.,7,-95,.,.,-66,1
COc1ccc(NC(=O)CNCCC2=CCCCC2)cc1,-22,0,-1,.,-9,0,-12,-23
O=C1CCc2cc(S(=O)(=O)Nc3ccccc3F)cc3c2N1CCC3,6,-1,-1,-5,-1,5,-5,.
COc1ccc(-c2ccc3c(c2)O[C@@H](CN(C)C(=O)c2ccccc2F)[C@H](C)CN([C@H](C)CO)S3(=O)=O)cc1,-10,2,3,-13,-32,1,10,-8
C[C@@H]1CCCCO[C@@H](CN(C)CC2CC2)[C@H](C)CN([C@@H](C)CO)C(=O)c2cc(NS(=O)(=O)c3ccc(F)cc3)ccc2O1,16,5,-7,-8,.,-1,-3,-4
O=C(Nc1ccccc1)c1ccc(S(=O)(=O)Nc2cccc(O)c2)cc1,14,0,-5,26,11,2,0,-15
CCc1cccc(C)c1NC(=S)NCC(c1cccnc1)N(C)C (stereo not drawn),15,.,4,-2,.,.,-21,.
CCCCCC(O)c1cccc(OCc2ccc3ccccc3n2)c1 (stereo not drawn),.,0&35,-8&-32,18,8,4&-1,.,-22
CCOc1cccc2sc(N(CCN(CC)CC)C(=O)c3ccc(S(=O)(=O)N4CCCCC4)cc3)nc12,4,.,-7,4,.,.,2,.
CC1(C)CC(=O)C2=C(C1)OC(N)=C([N+](=O)[O-])C2c1cccs1 (stereo not drawn),-6,10,-9,6,.,-6,32,-4
O=C(O)CSCC(=O)N1CCCCC1,10,.,-5,-10,.,.,19,.
CC(Cc1cccs1)NC(=S)Nc1ccc(F)cc1 (stereo not drawn),-3,8,.,-13,3,1,8,.
CCC1(CC)C(=O)C(C)(C)C(=O)OC1c1ccccn1 (stereo not drawn),.,4,-15,.,7,-6,.,7
Cc1nc2c(cnn2-c2ccccc2)c(=O)n1/N=C/c1ccccc1,11,3,-7,3,5,-1,-4,.
N#C/C(=N\Nc1ccccc1[N+](=O)[O-])C(=N)N1CCCCC1,5,-2,-8,-75,-15,-7,37,7
COc1ccc2c(c1)cc(C(=O)N[C@@H](CCSC)C(=O)N1CCC[C@H]1C(=O)O)n2C,7,3,16,.,-8,-1,5,15

# Assay outcomes deposited in PubChem by Broad Institute.
